IMPase cell inh – qHTS Assay for Identifying the Cell-Membrane Permeable IMPase Inhibitors. Inositol monophosphatase 1 (Rattus norvegicus), P97697. CHO-M1 cells, IP1 accumulation, HTRF TR-FRET ratio. inhibition (IP1 accumulation), % at 46.1 µM. 120,000 tested, under 10 active; active means well fitted curve in the direction sought with a large enough effect in the signal ratio, not every such curve was filed as active; inconclusive means small, poorly fitted or top-dose-only effect, or a change in a side signal; inactive means no such curve, though single readings can be large or run the other way; the % refers to the signal ratio;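 further: cells stimulated with carbachol in lithium chloride buffer; plate controls were DMSO basal wells for no effect and reference inhibitor wells for full effect; higher means more IMPase inhibition seen as more IP1 and lower FRET ratio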
Target sequence (P97697 whole entry, looked up): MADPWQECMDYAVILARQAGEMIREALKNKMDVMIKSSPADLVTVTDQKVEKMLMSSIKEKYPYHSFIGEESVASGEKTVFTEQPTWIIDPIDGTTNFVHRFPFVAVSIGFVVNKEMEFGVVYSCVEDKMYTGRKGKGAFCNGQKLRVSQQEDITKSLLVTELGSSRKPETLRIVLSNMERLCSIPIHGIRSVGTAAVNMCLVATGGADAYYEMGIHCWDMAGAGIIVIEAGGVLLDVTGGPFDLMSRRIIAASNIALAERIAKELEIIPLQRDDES
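Cellular IMPase inhibition is scored as a rise in cytosolic IP1, detected by competitive TR-FRET between d2-labelled IP1 and a europium anti-IP1 antibody. M1-expressing CHO cells were stimulated with carbachol for 30 min at 37C, with lithium (50 mM LiCl) present in the buffer.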
PNC inhibitor – High Content Assay for Compounds that inhibit the Assembly of the Perinucleolar Compartment. hit rate 3.1% among 140,000. PC3M PTB-GFP, PNC prevalence imaging, 16 h; stronger effect = lower value. activity change (PNC), negative = inhibition, % at 10 µM;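 active means readout at or below -70, meaning at least 70% loss of cells showing the perinucleolar compartment, a nuclear body marking cancer cells; inconclusive means readout between -30 and a set limit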;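 further: plate controls were DMSO wells for no effect and camptothecin positive control wells for full effect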
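Compounds are pinned in duplicate onto adhered PC3M cells stably expressing GFP-tagged PTB and incubated 16 h at 37 C. Cells are then fixed, nuclei stained with Hoechst, and PNC-positive cells counted.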
12-hLO inh – qHTS Assay for Inhibitors of 12-hLO (12-human lipoxygenase). hit rate 0.12% among 150,000. purified 12-hLO, xylenol orange hydroperoxide absorbance. Potency, µM (highest dose often 57.1 µM), inactives show at the highest dose activity change, negative = inhibition, hits mostly inhibitors; further: potency means the concentration at half of the fitted maximal effect; nearly all actives have a fitted effect of over 55% in size; many of its hits are not listed in these tables
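Xylenol orange chromogenic assay: hydroperoxide from 12hLO oxidises Fe(II), giving red-shifted Fe(III)-XO absorbance. Conditions: 150 nM enzyme, 40 uM arachidonic acid, 25 mM Hepes pH 7.0, 0.01% Triton X-100, 30 min, room temperature.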
ALOX15B inhib – qHTS Assay for Inhibitors of 15-hLO-2 (15-human lipoxygenase 2) | Polyunsaturated fatty acid lipoxygenase ALOX15B (Homo sapiens), O15296 | Potency, µM (highest dose often 57.1 µM), inactives show top-dose activity change, negative = inhibition, most hits filed as inhibitors | AID 881, 2007 | purified 15hLO-2, xylenol orange hydroperoxide absorbance | hit rate 0.56% among 110,000; further: potency means the concentration at half of the fitted maximal effect; nearly all actives have a fitted effect of over 60% in size; many of its hits are not listed in these tables
Target sequence (O15296 whole entry, looked up): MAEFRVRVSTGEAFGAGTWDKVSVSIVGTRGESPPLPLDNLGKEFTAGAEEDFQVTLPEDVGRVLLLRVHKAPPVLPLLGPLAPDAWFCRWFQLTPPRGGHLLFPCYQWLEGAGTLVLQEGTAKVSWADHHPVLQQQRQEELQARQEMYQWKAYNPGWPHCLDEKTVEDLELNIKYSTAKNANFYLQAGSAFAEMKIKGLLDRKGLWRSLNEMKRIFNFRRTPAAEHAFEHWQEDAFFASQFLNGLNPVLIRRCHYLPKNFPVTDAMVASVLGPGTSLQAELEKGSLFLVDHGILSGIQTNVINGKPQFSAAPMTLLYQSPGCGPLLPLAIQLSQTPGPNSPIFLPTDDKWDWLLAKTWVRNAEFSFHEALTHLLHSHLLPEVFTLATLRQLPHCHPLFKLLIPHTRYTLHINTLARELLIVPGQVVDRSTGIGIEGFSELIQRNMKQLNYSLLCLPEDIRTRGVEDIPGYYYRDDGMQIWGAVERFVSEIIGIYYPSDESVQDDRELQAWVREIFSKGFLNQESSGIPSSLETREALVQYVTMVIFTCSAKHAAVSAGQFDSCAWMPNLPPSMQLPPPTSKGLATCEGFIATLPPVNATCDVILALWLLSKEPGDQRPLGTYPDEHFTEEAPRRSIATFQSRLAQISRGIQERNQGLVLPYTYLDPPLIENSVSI
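Purified human 15hLO-2 (50 nM) preincubated 15 min with compound, then 45 uM arachidonic acid for 90 min at RT in 25 mM Hepes pH 7.5, 0.01% Triton X-100. Hydroperoxide detected by Fe-xylenol orange; 573/405 nm absorbance ratio.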
The depositor's hits bear a star; ? = inconclusive; nt = no result given; [ ] = another dose, or the depositor's remark. Unless noted, the call rests on the fitted dose curve; in most records, active means well fitted curve in the direction sought with a large enough effect; inconclusive means small, poorly fitted or top-dose-only effect, or another doubt; inactive means no such curve, though single readings can be large; an effect the other way counts as inactive or inconclusive. Unless noted, on the % scale 0 is the no-effect control and ±100 the full control effect.

SMILES	IMPase cell inh	PNC inhibitor	12-hLO inh	ALOX15B inhib
Cc1ccc(C(=O)NNC(=O)Cc2ccccc2)cc1	0	?	3%	-1%
Cc1nn(C(=O)CN2C(=O)c3ccccc3C2=O)c(C)c1Br	-5	-5	5%	nt
COc1ccc(/C=C\c2onc(C)c2S(=O)(=O)N2CCC(C(=O)NCCC(C)C)CC2)cc1	0	-15	5%	1%
CCc1ccccc1NC(=O)c1nnn(CC(=O)Nc2ccccc2C)c1N	-11	-102*	1%	-6%
N#Cc1ccsc1NC(=O)COC(=O)CCCSc1nc2ccccc2s1	8	21	6%	-16%
Cc1ccc(-c2cc(C(F)F)n3ncc(C(=O)Nc4c(C)nn(Cc5c(Cl)cccc5Cl)c4C)c3n2)cc1	2	26	-7%	-3%
Nc1ccc(N=Nc2c(S(=O)(=O)O)cc3ccccc3c2S(=O)(=O)O)cc1	nt	nt	1%[11.4 µM]	0%[11.4 µM]
CC(=O)Nc1nonc1-c1nc2ccccc2n1N(C(C)=O)C(C)=O	-4	9	-1%	-7%
CC(OC(=O)c1cc(Cl)ccc1[N+](=O)[O-])C(=O)NC(C)c1ccc(F)cc1 (stereo unspecified)	-3	17	3%	nt
Cc1ccc(OCC(O)CN2CCN(c3ccccc3)CC2)cc1 (stereo unspecified)	4	-9	-3%	22%

Continued (five carried over from the part before).
SMILES	IMPase cell inh	PNC inhibitor	12-hLO inh	ALOX15B inhib
Cc1ccc(-c2cc(C(F)F)n3ncc(C(=O)Nc4c(C)nn(Cc5c(Cl)cccc5Cl)c4C)c3n2)cc1	2	26	-7%	-3%
Nc1ccc(N=Nc2c(S(=O)(=O)O)cc3ccccc3c2S(=O)(=O)O)cc1	nt	nt	1%[11.4 µM]	0%[11.4 µM]
CC(=O)Nc1nonc1-c1nc2ccccc2n1N(C(C)=O)C(C)=O	-4	9	-1%	-7%
CC(OC(=O)c1cc(Cl)ccc1[N+](=O)[O-])C(=O)NC(C)c1ccc(F)cc1 (stereo unspecified)	-3	17	3%	nt
Cc1ccc(OCC(O)CN2CCN(c3ccccc3)CC2)cc1 (stereo unspecified)	4	-9	-3%	22%
CCOc1ccc(CN(C(=O)c2ccco2)C2CCS(=O)(=O)C2)cc1 (stereo unspecified)	-1	35	-4%	3%
CCOC(=O)c1cnc(-c2ccccc2)nc1Oc1ccc(C)cc1	16	90	1%	15%
CCOC(=O)N1CCN(C(=O)COc2cc(=O)n(C)c3ccccc23)CC1	-9	14	4%	3%[2.29 µM]
Cc1ccc(S(=O)(=O)NNC(=O)c2cccs2)c(C)c1	nt	-8	-1%	nt
COc1ccc2[nH]c(=O)c(CN(C(=O)c3ccncc3)C(C)C)cc2c1	-6	13	0%	0%
O=C1CC(c2cccc(Cl)c2)CC(O)=C1C=NC1CCCC1 (stereo unspecified)	nt	-29	-1%	nt
CC(C)(C)c1ccc(NC(=O)COC(=O)c2ccc([N+](=O)[O-])s2)cc1	nt	?	3%	nt
COc1cccc(Nc2nc(N)nc(-c3oc4ccccc4c3C)n2)c1	-8	34	3%	nt
Cc1ccc(C)c2[nH]c(=O)c(CCNC(=O)C(C)C)cc12	4	?	0%	-3%
CCCCc1c(C)c2ccc(OC)c(/C(C)=N\O)c2oc1=O	2	13	-4%	-7%

Not a retest: an excerpt of the list.
SMILES	IMPase cell inh	PNC inhibitor	12-hLO inh	ALOX15B inhib
CCOc1ccc(CN(C(=O)c2ccco2)C2CCS(=O)(=O)C2)cc1 (stereo unspecified)	-1	35	-4%	3%
CCOC(=O)c1cnc(-c2ccccc2)nc1Oc1ccc(C)cc1	16	90	1%	15%
CCOC(=O)N1CCN(C(=O)COc2cc(=O)n(C)c3ccccc23)CC1	-9	14	4%	3%[2.29 µM]
Cc1ccc(S(=O)(=O)NNC(=O)c2cccs2)c(C)c1	nt	-8	-1%	nt
COc1ccc2[nH]c(=O)c(CN(C(=O)c3ccncc3)C(C)C)cc2c1	-6	13	0%	0%
O=C1CC(c2cccc(Cl)c2)CC(O)=C1C=NC1CCCC1 (stereo unspecified)	nt	-29	-1%	nt

Continued.
SMILES	IMPase cell inh	PNC inhibitor	12-hLO inh	ALOX15B inhib
COc1ccc(-c2nn(CCC(=O)O)cc2/C=C/C(=O)O)cc1[N+](=O)[O-]	nt	-15	2%	nt
COc1ccc(Oc2coc3cc(OCC(=O)N4CCCCC4)ccc3c2=O)cc1	nt	16	-4%	nt
COc1ccc(NC(=O)COC(=O)CNS(=O)(=O)c2ccc(C)cc2)c(OC)c1	nt	1	1%	nt
Cc1ccc(Cl)cc1NS(=O)(=O)c1c(C)[nH]c(=O)[nH]c1=O	-4	-11	2%	-2%
COc1ccc(NC(=O)CCn2nc(C)cc2C)cc1	15	?	19%	-1%
COc1ccc(CNCC(O)(c2ccc(Cl)cc2)c2ccc(Cl)cc2)cc1OC	6	-8	-10%	14%
Cn1c(CSCc2ccccc2Cl)nnc1SCC(=O)Nc1nccs1	-2	?	0%	1%
NC(=O)c1c(NC(=O)Cc2cccs2)sc2c1CCC2	0	?	-3%	3%
Cc1ccc(NC(=O)c2snc3c(=O)[nH]cnc23)cc1C	-5	47	1%	0%
CC1(C)CC(N(Cc2ccco2)C(=O)Cc2ccccc2)CCO1 (stereo unspecified)	2	-10	-5%	-1%
CCn1cc(CNC(=O)CCc2ccc(OC)cc2)cn1	2	33	0%	-17%
COC(=O)C1=C(C)NC2=C(C(=O)C(C(=O)OC)C(c3ccc(OC)cc3)C2)C1c1ccccn1 (stereo unspecified)	2	?	-5%	-14%
CCOC(=O)C1CCN(C(=O)CCS(=O)(=O)c2ccc3c(c2)CCN3C(C)=O)CC1	-3	9	0%	4%
CCN(CC(O)Cn1c2ccccc2c2ccccc21)S(=O)(=O)c1ccc(C)cc1 (stereo unspecified)	6	?	-12%	2%
COc1ccccc1OCCNC(=O)/C=C/c1ccc([N+](=O)[O-])cc1	nt	65	-6%	nt
COC(=O)C(=O)/C=C(\O)c1ccc(C)cc1	-25	2	-2%	8%
Cc1ccc(CN2CC(C(=O)Nc3cccc(S(=O)(=O)N4CCCCC4)c3)CC2=O)cc1 (stereo unspecified)	nt	23	-13%	nt
Cc1cc(=O)n2[nH]c(N)c(N=Nc3ccccc3)c2n1	nt	?	1%	nt
COc1nc(NCCN2CCOCC2)nc(Nc2ccccc2)n1	-6	-29	4%	7%
CC(C)C(c1nnnn1C(C)(C)C)N1CCC(Cc2ccccc2)CC1 (stereo unspecified)	nt	30	-5%	nt
O=C(COC(=O)COc1ccccc1[N+](=O)[O-])Nc1cccc(Br)c1	-2	7	-1%	nt
Cc1nc(C)c(C(=O)C2=C(O)C(=O)N(CCCn3ccnc3)C2c2ccccc2)s1 (stereo unspecified)	-1	35	0%	9%[2.29 µM]
Nc1nonc1-c1noc(-c2ccccc2Br)n1	-1	?	-1%	-1%
CC(=O)Oc1ccc2oc(C)c(C(=O)N3CCOCC3)c2c1	-2	-20	1%	5%
CCCN(Cc1cc2ccc(C)cc2[nH]c1=O)C(=O)c1ccccn1	-14	23	-11%	-5%
Cc1cccc2sc(NC(=O)C3CCN(S(=O)(=O)c4cc([N+](=O)[O-])ccc4Cl)CC3)nc12	22	12	-14%	nt
N/C(Cc1ccc(Cl)cc1)=N\OC(=O)c1ccccc1	5	?	1%	-2%
Cc1ccc(NC(=O)CSc2nc3c(c(=O)[nH]2)CCC3)cc1C	-6	15	0%	-15%
CCCn1c(SCC(=O)Nc2cccc(C)n2)nnc1-c1ccco1	6	5	-4%	11%
COc1ccc2nc(NC3=NCCC3)sc2c1	0	65	2%	nt
COc1ccc(C(c2nnnn2C2CCCC2)N2CCN(C3CCCC3)CC2)cc1OC (stereo unspecified)	8	-29	3%	12%
Cc1c(Cl)cccc1NC(CC(=O)c1ccccc1)C(=O)OCC(=O)c1cccs1 (stereo unspecified)	-4	-10	-3%	nt
COc1cccc(OC)c1C(=O)Nn1c(-c2cccs2)nc2ccccc2c1=O	nt	?	-5%	nt
COc1ncc2nc(-c3cccc(C#N)c3)c(=O)n(CCC#N)c2n1	nt	nt	1%	-4%
CCn1c2ccccc2c2cc(NC(=O)C(C)Oc3ccc(OC)cc3)ccc21 (stereo unspecified)	-6	59	-4%	-8%
Cc1nc2ccccc2n1CC(=O)N/N=C\c1ccccn1	0	?	-1%	3%
CCOC(=O)C(NC(=O)c1ccccc1)(Nc1nnc(C)s1)C(F)(F)F (stereo unspecified)	?	212	-2%	nt
CC(C)Cc1nc(N2CCOCC2)c(C#N)c2c1COC(C)(C)C2	1	2	1%	0%
Oc1ccccc1C(=S)N1CCCCCC1	11	?	8%	-13%
COc1cccc(C(=O)NCc2ccc(-c3nc4ccccc4s3)cc2)c1	-1	?	-6%	6%
CC(=O)Oc1ccc2cc(-c3nc4ccccc4n3C)c(=O)oc2c1	-26	-6	-7%	-7%
CCOC(=O)CC1=Nc2ccccc2NC(=O)C1	5	?	-1%	-8%
O=C(c1ccccc1)c1nc[nH]c1C(=O)Nc1ccccn1	6	-17	0%	0%
COc1ccc(NC(=O)CSc2nnc(Cc3cccs3)n2-c2ccc(C)cc2)cc1	1	34	-7%	-3%
CCCCNC(=O)CCn1c(=O)c2ccccc2n(Cc2ccc(Cl)cc2)c1=O	nt	?	-1%	nt
Cc1ccccc1NS(=O)(=O)c1ccc(OCC(=O)N2CCCCC2)cc1	-4	9	-5%	-5%
[N-]=[N+]=CC(=O)CCCN1C(=O)c2ccccc2C1=O	4	-27	4%	7%
O=C(CN1CCN(c2ccccc2F)CC1)Nc1ccccc1F	-8	16	-7%	7%
Cc1[nH]c2ccc3ncccc3c2c1C	nt	57	3%	nt
Cc1ccc(CNc2nc(C)nc3sc4c(c23)CCC4)cc1	4	13	-11%	8%

Marked active in PNC inhibitor, of those listed so far:
SMILES	IMPase cell inh	PNC inhibitor	12-hLO inh	ALOX15B inhib
CCc1ccccc1NC(=O)c1nnn(CC(=O)Nc2ccccc2C)c1N	-11	-102*	1%	-6%

The list goes on.
SMILES	IMPase cell inh	PNC inhibitor	12-hLO inh	ALOX15B inhib
CCCCN(C)CCC(=O)Nc1ccc(OC)cc1OC	-3	76	-2%	nt
O=C(Nc1cccc2cccc(NC(=O)c3ccco3)c12)c1ccco1	4	5	2%	-23%
Cc1ccc(Nc2cccccc2=O)cc1	11	-25	-8%	-15%
CN(c1ccc(OCC(=O)NC2CCCC2)cc1)S(=O)(=O)c1cccs1	6	23	2%	1%
O=C(CSc1nnc(-c2ccccc2F)o1)OCc1ccccc1	-3	-1	0%	5%
O=C(CN1CCSCC1)N/N=C/c1ccccc1F	7	-11	-5%	-7%
COCC(C)NCc1cccc(C)c1 (stereo unspecified)	6	41	3%	-11%

Compound activity as filed in PubChem.
